Assay outcomes: PubChem, several laboratories
Rtt109 Vps75 – inhibitors of C. albicans Rtt109/Vps75 HAT, primary screen, biochemical, ThioGlo CoA-SH fluorescence, plate reader. purified Rtt109/Vps75, 4 h. inhibition, % at 34.9 µM. hit rate 0.16% among 330,000;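 active means inhibition of at least 50% in every replicate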
Target sequence (Q5AAJ8 whole entry, looked up): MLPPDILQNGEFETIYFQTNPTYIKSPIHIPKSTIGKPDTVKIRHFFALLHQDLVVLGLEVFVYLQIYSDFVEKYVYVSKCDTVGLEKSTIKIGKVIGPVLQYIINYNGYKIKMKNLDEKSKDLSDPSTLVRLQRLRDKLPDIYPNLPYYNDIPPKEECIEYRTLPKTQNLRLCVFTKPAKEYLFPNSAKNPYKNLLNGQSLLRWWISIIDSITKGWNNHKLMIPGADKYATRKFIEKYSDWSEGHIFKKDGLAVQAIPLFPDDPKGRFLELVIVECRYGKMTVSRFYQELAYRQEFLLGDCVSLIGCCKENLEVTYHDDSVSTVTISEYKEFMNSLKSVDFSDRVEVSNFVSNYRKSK
Keap1-Nrf2 PPI – Keap1-Nrf2 protein-protein interaction inhibitors, primary screen, biochemical, fluorescence polarization, single point; hit rate 0.15% among 340,000; Keap1 Kelch-Nrf2 peptide fluorescence polarization, 1536-well; inhibition, % at 9.4 µM; Kelch-like ECH-associated protein 1 (Homo sapiens), Q14145; in the data active means inhibition above about 12%;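 further: human Keap1 Kelch domain with fluorescein labeled Nrf2 9mer peptide probe; 0% = neutral control wells and 100% = peptide positive control; higher means more block of Keap1 binding to Nrf2 peptide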
PfHsp90 set2 – growth inhibition of PfHsp90-expressing yeast, primary screen, antimalarial PfHsp90 inhibitor project, S. cerevisiae, BacTiter-Glo luminescence, single point, set 2 | BacTiter-Glo ATP, 48 h; yeast lacking PDR1 and PDR3 efflux regulators | inhibition, % at 9.4 µM | hit rate 0.32% among 310,000;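 active means every replicate shows inhibition above about 80%, whatever the replicate mean, limit read from the data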;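 further: 0% = DMSO neutral controls and 100% = 20 µM radicicol positive controls; yeast relying on Plasmodium falciparum Hsp90 in place of its own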
C-LANA FP – inhibitors of KSHV C-LANA binding to DNA, primary screen, biochemical, fluorescence polarization, FAM-LBS DNA, MBP-C-LANA, single point. hit rate 0.078% among 340,000. inhibition, % at 9 µM;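 active means highest replicate inhibition at or above 60% at 9 µM, even if other replicates fall short; inactive means all replicates below 60% inhibition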;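 further: 0% = neutral control wells and 100% = 4 µM acridine orange control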
PvdQ acylase – P. aeruginosa PvdQ acylase inhibitors, primary screen, biochemical, fluorescence, plate reader and imaging, single point; PvdQ acylase [Pseudomonas aeruginosa LESB58]; purified PvdQ acylase; inhibition, % at 10 µM; hit rate 0.063% among 340,000; in the data active means inhibition above about 30%, passing the limit was not always enough;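 further: 0% = vehicle neutral wells and 100% = reference inhibitor wells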
cardiac RTF act – cardiac RTF calcium sensitivity activators, primary screen, biochemical, IANBD-TnC fluorescence, EC20 calcium | IANBD-labeled TnC RTF fluorescence at EC20 calcium; 0% EC20 calcium, 100% full calcium | activation, % at 7.2 µM | hit rate 0.24% among 340,000;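 active means activation above the mean over all tested compounds plus 3 SD, cut at about 30% in these data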;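 further: rise in fluorescence read as greater calcium sensitivity of cardiac thin filaments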
NSD2 HMT inh – NSD2 histone methyltransferase inhibitors, primary screen, biochemical, AlphaScreen, single concentration, set 2 | NSD2 peptide methylation, 120 min | inhibition, % at 12.5 µM | hit rate 0.54% among 310,000; in the data active means inhibition above about 50%
Cardiac RTF inh – cardiac RTF calcium sensitivity inhibitors, primary screen, biochemical, IANBD-TnC fluorescence, EC70 calcium; Troponin I, cardiac muscle (Homo sapiens) + Troponin T, cardiac muscle (Homo sapiens) + …; IANBD-labeled cardiac RTF, Ca2+ fluorescence; inhibition, % at 7.15 µM; hit rate 0.12% among 340,000;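 active means inhibition above the mean inhibition of all tested compounds plus 3 SD, cut at about 17% in these data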;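 further: assay run at fixed EC70 calcium of 1.6 mM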
dFosB activator – activators of delta FosB homodimer, primary screen, biochemical, fluorescence polarization, TAMRA-CDK5 oligo, single point; Protein FosB (Mus musculus), P13346; hit rate 0.99% among 340,000; activation, % at 25 µM; purified delta FosB; percent of positive-control signal above neutral wells;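 active means mean activation above about 17%, with every replicate also reaching it, limit read from the data, passing the limit was not always enough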;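 further: fluorescence polarization rise as delta FosB binds a TAMRA Cdk5 AP-1 oligo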
Mot1-301 SUMO – yeast Mot1-301 growth rescue at high temperature, primary screen, SUMOylation pathway inhibitor project, S. cerevisiae, ATP luminescence, 38.5C. S. cerevisiae Mot1-301 growth rescue; percent above DMSO median, 100 means doubled. AID 2716, 2010. hit rate 1% among 320,000. growth rescue, % at 18.8 µM;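 active means every valid replicate shows activation above 250% relative to neutral control wells; inactive means the rest, any valid replicate at or below 250%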;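 further: OY570 slx delta 5 strain wells were the positive control but not used for scaling; some compounds called inactive have numbers as strong as hits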
CDK5 inh – inhibitors of human CDK5/p35 kinase, primary screen, biochemical, single concentration | Cyclin-dependent kinase 5 (Homo sapiens) + Cyclin-dependent kinase 5 activator 1 (Homo … | Recombinant CDK5/p35, ADP-Glo luminescence, 60 min | inhibition, % at 10 µM | hit rate 0.01% among 330,000 | AID 488839, 2010;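 active means highest replicate inhibition of at least 50% and at least 75% of replicates reaching 50%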;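 further: plate controls were DMSO neutral control for no effect and GW8510 at 10 µM for full effect; many of its hits are not listed in these tables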
Target sequence (Q00535 whole entry, looked up): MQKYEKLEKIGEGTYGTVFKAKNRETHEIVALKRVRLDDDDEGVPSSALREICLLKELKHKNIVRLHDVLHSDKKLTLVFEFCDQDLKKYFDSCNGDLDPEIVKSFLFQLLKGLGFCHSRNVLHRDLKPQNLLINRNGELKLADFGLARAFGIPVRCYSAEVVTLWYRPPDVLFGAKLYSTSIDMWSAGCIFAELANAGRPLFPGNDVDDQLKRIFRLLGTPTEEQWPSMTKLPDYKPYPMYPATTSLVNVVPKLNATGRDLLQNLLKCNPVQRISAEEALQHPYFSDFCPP
Target sequence (Q15078 whole entry, looked up): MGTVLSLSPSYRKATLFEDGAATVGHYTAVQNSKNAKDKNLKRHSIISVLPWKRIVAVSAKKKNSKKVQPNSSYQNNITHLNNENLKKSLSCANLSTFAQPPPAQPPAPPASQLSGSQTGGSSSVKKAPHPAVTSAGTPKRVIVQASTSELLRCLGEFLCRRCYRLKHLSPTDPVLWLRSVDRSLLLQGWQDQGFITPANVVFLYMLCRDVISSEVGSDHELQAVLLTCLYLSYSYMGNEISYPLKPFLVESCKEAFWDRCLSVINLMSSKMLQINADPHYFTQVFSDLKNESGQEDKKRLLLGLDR
Starred values were filed as active, the others as inactive; nt = not tested or not shown.

SMILES	Rtt109 Vps75	Keap1-Nrf2 PPI	PfHsp90 set2	C-LANA FP	PvdQ acylase	cardiac RTF act	NSD2 HMT inh	Cardiac RTF inh	dFosB activator	Mot1-301 SUMO	CDK5 inh
COc1ccccc1C(=O)COC(=O)COc1cccc2c1OC(C)(C)C2	0	-4	19	-1.8	-4	-3	-3	2	-7	-3	0.1
Cc1csc2nc(CCNS(=O)(=O)c3ccc4c(c3)OCCO4)cn12	-2	-1	-28	0.3	-8	-1	nt	-6	-1	8	0.1
O=C(NCCn1ccc2ccccc21)c1ccc2c(c1)OCO2	-16	-2	-1	1.3	-2	7	nt	-3	-2	-19	0.9
CS(=O)(=O)c1ccccc1C(=O)N1CCN(Cc2ccccc2)CC1	-3	-2	-32	-0.3	-19	8	0	-4	-7	-11	-1.5
COc1ccc2c(c1)c1ncn(CCCN3CCOCC3)c(=O)c1n2C	-11	-1	0	0.1	-11	-3	-1	0	-4	-6	-2.0
COc1ccc(S(=O)(=O)NCC2CCCN(C(=O)CCC(F)(F)F)C2)cc1 (configuration not stated)	20	-3	9	0.7	12	4	-3	-7	-11	-17	0.6
COc1cc(OC)cc(C(=O)OCn2nnc3ccccc3c2=O)c1	-21	-4	-2	1.1	-12	1	nt	0	-7	-3	-0.2
CCOc1ccc(N2CC(C(=O)OCC(=O)NCc3ccccc3)CC2=O)cc1 (configuration not stated)	-1	-1	9	-0.3	-11	7	0	-5	-7	-2	-0.7
Cc1cccc(OCc2n[nH]c(=S)o2)c1C	-3	-3	-6	0.5	-4	0	-1	-1	1	16	0.4
Cn1c(=O)c2c(nc(OC3CCCCCC3)n2C)n(C)c1=O	-17	-2	3	-1.1	-12	-6	1	-12	-4	nt	-1.8
CCc1ccccc1NC(=O)C1CCCN1S(=O)(=O)c1ccc2c(c1)n(C)c(=O)c(=O)n2C (configuration not stated)	-11	-2	3	0.7	-12	-1	4	-8	-8	81	1.3
c1ccc(-c2cnc(-c3ccccn3)nn2)cc1	-11	-6	26	-2.0	-9	7	nt	-1	3	60	3.3
CC(=O)c1ccc(-n2nncc2C)cc1	6	0	-20	-2.6	-10	-1	-1	-20	7	-3	-2.5
O=C(CCCn1c(SCC(=O)c2ccc(O)c(O)c2)nc2ccccc2c1=O)NCC1CCCO1 (configuration not stated)	11	2	13	0.6	-13	-2	25	-7	-1	-30	-1.7
Cc1nc(NC(=O)c2cccnc2)ccc1Br	-1	0	nt	-0.5	0	-10	-2	-1	-4	7	-0.8
O=c1[nH]c(N/N=C\c2ccc(F)cc2)nc2ccccc12	-6	-4	21	-0.5	-4	-3	2	3	0	nt	-0.2
CC(C)(C)c1ccc(C(=O)NCCc2ccccc2)cc1	-1	-3	-6	0.5	-7	-1	nt	-11	1	12	-7.8
Cc1ccc2cc(CCNC(=O)c3c(-c4ccccc4Cl)noc3C)c(=O)[nH]c2c1	-8	-3	20	-0.6	-15	-2	nt	-7	3	6	-2.6
Cc1nc2c(S(=O)(=O)c3ccccc3)cnn2c(C)c1C	4	-5	9	-0.7	-7	-2	-12	1	-3	-3	-1.5
Cc1ccc(C(=O)CN(C(=O)c2ccc(Cl)cc2)N2C(=O)c3ccccc3C2=O)cc1	-20	1	nt	0.6	-8	3	-1	0	0	-5	-2.2
CNC(=O)c1ccccc1S(=O)c1ccccc1COC(C)=O (configuration not stated)	0	1	3	1.7	-1	3	2	-6	6	384*	-0.2
CC(=O)Nc1ccc(OS(=O)(=O)c2cc(Cl)ccc2C)cc1	-2	-5	-2	0.0	-9	-3	0	4	-10	156	-1.9
CCS(=O)(=O)NCCc1cc2c(OC)ccc(OC)c2[nH]c1=O	-8	0	-19	-0.8	-11	0	0	-2	-1	-16	1.3
COc1cccc(C(C(=O)NC2CCCC2)N(C(=O)c2ccco2)c2ccc(NC(C)=O)cc2)c1OC (configuration not stated)	-23	-3	-5	-1.2	-7	3	42	-16	-8	26	0.2
O=C(COc1ncnc2ccccc12)Nc1ccccc1[N+](=O)[O-]	11	-5	20	0.0	-12	1	3	-3	3	-22	-1.0
CC1CCC2CCCCC2N1C(=O)c1cc([N+](=O)[O-])cc([N+](=O)[O-])c1 (configuration not stated)	-2	-5	19	-1.7	-10	-2	8	-7	-2	34	-0.3
COc1ccc(S(=O)(=O)Nc2ccccc2C)cc1C(=O)N1CCOCC1	-3	-7	8	0.4	-3	4	0	-5	3	126	-1.9
COc1ccc(C2CC(=O)Oc3c(C(CCN4CCN(c5ccccc5)CC4)c4ccc(N(C)C)cc4)c(OC)cc(OC)c32)cc1 (configuration not stated)	-1	-8	9	-1.7	-13	-2	nt	14	3	2	-1.4
O=C(CCCN1C(=O)c2ccccc2C1=O)N1CCc2ccccc2C1	-6	3	12	-0.3	-6	1	2	-8	7	4	-0.4
C/C(=N\NC(=S)NC1CCCCC1)c1c(F)cccc1F	nt	-2	-13	-1.4	-2	5	1	-7	-7	55	-0.3
Cc1ccccc1Oc1ncccc1C(=O)/C(C#N)=C/N(C)C	2	-2	7	-1.0	-19	10	-4	-8	-2	0	-4.9
CCOc1ccc(OCCOC(=O)CNC(=O)c2ccc(Cl)cc2Cl)cc1	5	-2	18	0.6	-9	-10	-2	-2	-4	-2	0.9
CCCCN1C(=O)c2ccc(C(=O)Nc3c(N)n(CCCC)c(=O)n(C)c3=O)cc2C1=O	-4	-3	4	0.4	-12	2	-6	-3	-3	3	-0.6
O=C(CCc1nc(-c2ccccc2F)no1)NC1CCCCCC1	8	-7	-3	-1.0	-16	5	-1	-1	-9	6	0.0
COc1ccc(NC(=S)NCc2ccco2)c(OC)c1	7	3	3	-3.7	3	1	1	0	1	-8	-0.9
CC(C)Cn1c(SCC(=O)Nc2ncccn2)nc2ccccc21	-5	1	11	0.5	5	2	-2	-9	-4	-8	2.5
CNS(=O)(=O)c1ccc(N=Cc2c(C)[nH]n(-c3ccc(C)cc3C)c2=O)cc1	3	-3	-42	-1.5	-11	nt	-1	nt	-4	27	0.6
CCCn1c(SCc2cc(=O)oc3ccc4ccccc4c23)n[nH]c1=O	12	3	-13	-2.5	-5	0	5	-30	-24	-6	3.4
O=C(NC1CCCc2ccccc21)c1cccc(S(=O)(=O)N2CCN(c3ccccc3)CC2)c1 (configuration not stated)	4	-4	nt	0.5	-6	6	nt	-1	-4	-11	0.4
COc1ccc(-c2cn(CCO)nc2-c2ccc(OC)cc2)cc1	-2	-3	20	-4.7	-18	-3	1	-9	-8	105	-2.1
N#CC1C(C#N)N2CCCN2C1c1ccc(Cl)cc1 (configuration not stated)	-2	-3	-10	0.4	-9	7	-2	-2	-3	-14	-0.9
COc1ccc(NC(=O)/C(C#N)=C\c2cc(OC)c(OCc3ccc(C(=O)O)cc3)cc2Br)cc1	7	-4	-12	0.8	-9	-3	2	5	3	-10	0.6
O=C(Nc1nc2ccccc2s1)c1cc2c(s1)-c1ccccc1OC2	-7	-3	-5	2.2	-13	-8	nt	-2	-4	171	2.0
CCn1c(SCC(=O)Nc2nc3c(s2)CCCC3)nnc1-c1ccccc1	10	1	nt	-0.8	-8	-2	9	-1	-10	-14	0.4
Cc1ccc(/C=C/C(=O)OCC(=O)NCc2ccc(Cl)cc2)o1	0	-2	2	0.0	-4	-6	0	-3	-6	43	-2.7
Cc1[nH]c2ccc(C(C)C)cc2c1CC(=O)O	-1	-4	-12	0.3	-10	nt	-2	nt	-7	-3	1.1
O=C(Cn1cnc([N+](=O)[O-])n1)NC1CC1	-3	-6	25	-0.4	-5	0	-6	1	2	nt	4.1
Cc1ccc(/C(O)=C2\C(=O)C(=O)N(CCc3c[nH]c4ccccc34)C2c2cccnc2)cc1 (configuration not stated)	3	0	8	0.1	-7	-3	5	-8	-5	21	1.4
N#C/C(=C/c1ccc(-c2ccc([N+](=O)[O-])cc2)o1)C(=O)Nc1nc(-c2cccs2)cs1	0	-4	0	-1.5	-1	0	3	-2	2	nt	2.5
Cc1ccc2nnc(Cl)n2n1	1	-3	-3	-2.2	-28	-2	1	-4	4	0	-2.9
CC(=O)Oc1ccc(N(C(C)=O)S(=O)(=O)c2cc([N+](=O)[O-])ccc2C)cc1	-7	5	-17	0.8	-5	0	1	10	1	-13	1.1
CCN(C(=O)COC(=O)CCC(=O)c1cccs1)c1c(N)n(Cc2ccccc2)c(=O)[nH]c1=O	-1	-1	nt	0.5	8	1	-2	2	-1	-16	-1.1
CCC1Sc2ccc(S(=O)(=O)Nc3ccc(OC)c(OC)c3)cc2NC1=O (configuration not stated)	6	0	6	1.7	-8	-1	6	-6	-12	-10	-0.7
CCOC(=O)Cc1csc(NC(=S)NC(=O)CC(C)C)n1	-8	5	-29	1.0	-10	-7	-1	-5	-9	9	1.4
Cc1ccc(C(=O)NCCc2nnc3ccc(SCC(=O)Nc4cc(C)on4)nn23)cc1	27	-2	3	-0.5	5	4	nt	-7	-8	-3	-0.3
COc1cc(C(=O)N2CCN(S(=O)(=O)c3ccc(F)cc3)CC2)cc(OC)c1OC	nt	0	nt	-1.1	-14	-2	0	-7	-7	-4	-0.3
CCOC(=O)c1ccc(NC(=O)COc2ccc(S(=O)(=O)NC(C)C)cc2)cc1	1	1	-39	0.0	-14	3	1	-10	-10	-16	-1.9
CSc1cccc(NS(=O)(=O)c2ccccc2)c1	0	0	0	-2.4	-6	-3	-8	-11	1	-10	-0.6
O=C(CCNS(=O)(=O)c1ccccc1)N1CCN(c2ccccc2F)CC1	-9	-2	28	-0.9	-10	-1	0	-12	-10	-10	-0.1
Cc1cccc(OCC(=O)N(Cc2cccs2)C2CCS(=O)(=O)C2)c1C (configuration not stated)	5	-4	nt	-1.5	5	2	-2	5	-6	104	-0.7
Cc1cccc(OCCCC(=O)Nc2ccc(S(=O)(=O)Nc3ncccn3)cc2)c1C	-5	-4	5	0.2	-12	3	-1	4	-10	-25	0.0
COc1ccc(COc2ccsc2C(=O)Nc2ccc(Cl)cc2)cc1	1	-2	0	-1.0	6	-3	-2	2	-2	-20	-0.7
